Bioassay records as filed in PubChem.
Dengue virus CPE – Dengue virus cytopathic effect inhibitors, cell-based, CPE readout, HTS (AID 540333) | CPE inhibition, % at 20 µM | actives 3.1% (n = 10,000) | Dengue virus CPE inhibition in host cells; hits give high values; in the data active = CPE inhibition mostly above about 9.1%, no sharp cut-off; inactive = mostly below about 7.2%
An asterisk follows results filed as active; i = inactive.

SMILES,Dengue virus CPE
CC(C)(C)C1CCc2c(C(=O)NNC(=O)CCCC(=O)O)csc2C1 (configuration not stated),i
COc1cc(C(=O)NCC(c2cccs2)N(C)C)cc(Cl)c1OC(C)C (configuration not stated),0.0
COc1ccccc1CNC(=O)C/C(C)=N/NC(=O)COc1ccc(C)cc1Br,0.1
CCCCC(CC)C(=O)NCC(C)NC(=O)C(CC)CCCC (configuration not stated),0.4
CC(C)(C)C1CCC(=NNC(=O)CN(c2ccccc2)S(=O)(=O)c2ccccc2[N+](=O)[O-])CC1 (configuration not stated),i
C[C@H](NS(=O)(=O)c1ccc(Cl)cc1)C(=O)OCC(=O)NC(=O)Nc1ccc2c(c1)OCCO2,0.5
Cc1cccc(-n2c(SCC(=O)NCc3ccc4c(c3)OCO4)nc3ccccc3c2=O)c1,0.7
CC12CCC(C(=O)Nc3ccccc3Cl)(C(Br)C1=O)C2(C)C (configuration not stated),i
CCC(CO)NC1=C([N+](=O)[O-])C(=O)CC(C)(C)C1 (configuration not stated),i
Cc1ccc(-n2[nH]c(C)c(C=Nc3ccc(S(=O)(=O)Nc4nc(C)cc(C)n4)cc3)c2=O)c(C)c1,0.4
O=C(COC(=O)c1ccccc1-c1nc2ccccc2s1)NC1CCS(=O)(=O)C1 (configuration not stated),i
CN(CC(=O)NCCc1ccccc1)S(=O)(=O)c1cnc[nH]1,0.1
O=[N+]([O-])c1cc(S(=O)(=O)N2CCCC2)ccc1N/N=C/c1ccncc1,1.7
Cc1ccc(SCCN2CCC(NC(=O)OCc3ccccc3)CCC2=O)cc1 (configuration not stated),0.3
O=C(/C=C/c1ccc(S(=O)(=O)NCc2ccco2)cc1)NCc1cccc(Cl)c1,3.1
CCC(=O)Nc1cccc(NC(=S)NC(=O)c2cccs2)c1,0.4
Cc1ccc(OCC(=O)N/N=C\c2ccc(-c3cccc(C(=O)O)c3)o2)c(C)c1,0.3
CSC(=NCc1ccc(F)cc1)NS(=O)(=O)c1cccs1,0.0
O=C(CSc1nncs1)Nc1ccc(Cl)cn1,0.0
COc1nc(SC)nc(Cl)c1Cc1ccc(OC(C)C)cc1,1.2
Cc1ccc2nc(/N=C(\N)NC(=O)N3c4ccccc4Sc4ccccc43)nc(C)c2c1,0.8
O=C(N/N=C/c1ccco1)c1cccc([N+](=O)[O-])c1,0.2
COc1ccc(C2=CC(=O)C[C@H](c3ccc(OC)cc3)C2)cc1,i
COC(=O)c1sccc1NC(=O)c1ccccc1[N+](=O)[O-],i
O=C(Cc1ccc(Br)cc1)N1CCN(c2ccccn2)CC1,i
Cc1ccc(/C=N/n2c(-c3cccnc3)n[nH]c2=S)s1,0.8
c1ccc(-c2cncnc2)nc1,i
Cc1nn(-c2ccccc2)c(Cl)c1C(=O)NCc1cccs1,i
Cc1ccnc(NC(=S)NC(=O)c2cccs2)c1,i
COC(=O)C1=C(C)Nc2c(c(=O)n(C)c(=O)n2C)C1c1ccncc1 (configuration not stated),i

Taken from above:
Dengue virus CPE, Cc1ccc(OCC(=O)N/N=C\c2ccc(-c3cccc(C(=O)O)c3)o2)c(C)c1 → 0.3
Dengue virus CPE, COc1nc(SC)nc(Cl)c1Cc1ccc(OC(C)C)cc1 → 1.2
Dengue virus CPE, O=C(N/N=C/c1ccco1)c1cccc([N+](=O)[O-])c1 → 0.2
Dengue virus CPE, C[C@H](NS(=O)(=O)c1ccc(Cl)cc1)C(=O)OCC(=O)NC(=O)Nc1ccc2c(c1)OCCO2 → 0.5

New compounds follow
SMILES,Dengue virus CPE
Cn1c2ccccc2c(=O)c2c(=O)n(C3CCCCCC3)c(C3CCCCC3)nc21,i
CC(=O)c1ccc(NC(=O)C(C)OC(=O)c2ccc3c(c2)nc(C)n3-c2ccccc2)cc1 (configuration not stated),1.0
CC1CCN(c2ccc([N+](=O)[O-])cc2C(=O)O)CC1,i
COc1ccc(-c2csc(NC(=O)COc3ccc(N(C)S(=O)(=O)c4ccc(C)cc4)cc3)n2)cc1,1.4
Cc1ccccc1C1=NC(C(F)(F)F)(C(F)(F)F)c2c(n(C)c(=O)n(C)c2=O)N1,i
Cc1c(CNC2CCCC(C)C2C)c(C(=O)O)c(C)n1Cc1ccccc1 (configuration not stated),i
COc1ccc(CCNC(=O)COC(=O)C2CCCCC2)cc1,0.0
CCOc1cc(/C=N/Nc2ccccc2Cl)ccc1OCC(=O)O,0.5
Cc1ccccc1CCN(C(=O)Cn1nnc2ccccc21)C(C(=O)NCC1CCCO1)c1nc2ccccc2n1C (configuration not stated),2.5
CCNC(=O)CN(C1CCCCC1)S(C)(=O)=O,i
Cc1ccccc1NC(=S)N1CCN(Cc2ccc3c(c2)OCO3)CC1,1.4
N#C/C(=C\c1ccccc1C(F)(F)F)C(=O)Nc1ccccc1F,0.2
O=C1c2cccc3cccc(c23)C(=O)N1/N=C/c1ccc(O)cc1O,i
O=C(Nc1cc(Sc2nc3ccccc3s2)cc([N+](=O)[O-])c1)c1ccccc1,5.8
CC(C)c1ccc(Nc2nnc(SCC(=O)c3nnc(-c4ccccc4)o3)s2)cc1,i
C/C(=N\Nc1cccc(Cl)c1)c1ccc(-n2ccnc2)cc1,i
COc1ccccc1NS(=O)(=O)c1ccc2oc(SCc3ccc(C#N)cc3)nc2c1,1.2
CCc1ccc(OCCOCC(O)CNC(C)CC)cc1 (configuration not stated),i
COc1cccc(NC(=O)CSC(N)=O)c1,0.2
CCOc1c(/C=C(\C#N)C(N)=O)c2ccccc2n1CC,i
CN1CCN(CCCC(=O)c2ccc(C3CCCC3)cc2)CC1,i
Cc1ccc(C(=O)/C=C/Nc2cccc([N+](=O)[O-])c2)o1,i
Cc1ccc(S(=O)(=O)NNC(=O)CCC(=O)Nc2ccc(C)cc2C)cc1,i
C/C(=N\NC(=O)CNC(=O)C(c1ccccc1)c1ccccc1)c1ccccc1,i
COc1ccc(-c2c(-c3ccccc3OC)sc3ccccc23)cc1,6.5
Cc1nn(CC(=O)NCc2cc3ccccc3[nH]2)c(C)c1[N+](=O)[O-],i
COC(=O)c1ccc(C(=O)OC)c(-n2c(=O)c3ccccc3c3ccccc3c2=O)c1,0.4
COc1ccc(C(=O)NN2C(=O)C3C(c4ccccc4)C=CC(c4ccccc4)C3C2=O)cc1 (configuration not stated),1.0
O=C(OCc1cc2ccccc2[nH]c1=O)c1cccs1,0.3
Clc1ccc(-n2nnnc2CN2CCOCC2)cc1Cl,0.3
O=C(c1cccs1)N1N=C(c2ccccc2)CC1c1ccc(O)cc1 (configuration not stated),31*
Cc1c(NS(=O)(=O)c2cccc3nsnc23)c(=O)n(-c2ccccc2)n1C,i
CCCSc1nnc(NC(=O)Nc2ccccc2)s1,2.5
O=C(NCc1cccs1)c1cc(-c2ccccc2)nn1CC1CC(c2cccnc2)=NO1 (configuration not stated),i
CC(C)[C@H](NC(=O)c1ccccc1)C(=O)OCC(=O)N1CCCCCC1,1.7
CCn1c(NC(=O)c2nn(C)cc2Br)nc2ccccc21,0.1
COc1ccc(S(=O)(=O)Nc2nc3ccccc3nc2NCc2ccc3c(c2)OCO3)cc1,1.3
O=C(O)c1cc([N+](=O)[O-])ccc1N1CCCCC1,1.6
COc1ccc(-n2c(C)cc(/C=N/Nc3nc(N4CCOCC4)nc(N4CCOCC4)n3)c2C)cc1,i
COc1ccc(Br)cc1CN(C)CC(=O)Nc1c(Cl)cccc1Cl,4.2
C[C@H](NS(=O)(=O)c1ccc(Cl)c(Cl)c1)C(=O)OCc1cc(=O)n2cc(Br)ccc2n1,0.0
COc1ccc(CCN2C(=O)CN(Cc3ccccc3)CC2=O)cc1OC,i
Cc1onc(-c2c(F)cccc2Cl)c1C(=O)NC(=S)NC1CCSC1=O (configuration not stated),2.6
O=C(NNc1nc(-c2ccccc2)cs1)c1ccco1,i
COc1ccc2nc(/C=N/NC(=O)[C@H](CCSC)NC(=O)OC(C)(C)C)ccc2c1,2.4
O=C(CCSCc1cccc(Cl)c1)NC1CCCC1,i
CC(C)COP(=O)(c1ccc(N(C)C)cc1)C(Nc1ccccc1)c1ccccc1 (configuration not stated),29*
CC(C)c1nc2sc3c(=O)n(N)cnc3c2c2c1COC(C)(C)C2,1.3
COc1ccc(Nc2nc(Cl)nc(NCCO)n2)cc1,0.2
COC(=O)/C(=C/c1ccco1)NC(=O)c1ccco1,0.4
COc1ccc(Cc2nnc(NC(=O)c3cccc([N+](=O)[O-])c3)s2)cc1,0.3
S=C(NCCc1ccccn1)Nc1ccc(Cl)c(Cl)c1,0.1
COc1ccc(NC(=S)N2CCNC(=O)C2CC(=O)Nc2ccc(C)cc2)cc1 (configuration not stated),0.1
CCc1nc(C#N)c(N2CCOCC2)o1,0.7
CCN(CC)S(=O)(=O)c1ccc(NC(=O)COC(=O)CNS(=O)(=O)/C=C/c2ccccc2)cc1,i
Fc1ccc(N/N=C/C=C/c2ccccc2)c(F)c1,i
Cc1ccc(C(=O)c2cc([N+](=O)[O-])ccc2N2CCOCC2)cc1C,1.9
CCO[C@H]1OC(C(=O)NCc2nc3ccccc3[nH]2)=C[C@@H](c2ccc(Br)cc2)[C@@H]1CCCO,8.2
COc1ccc(NC(=O)CCSc2ccc(C)cc2)cc1S(=O)(=O)Nc1ccccc1Cl,5.2
COc1ccc(C(C(=O)NC2CCCCC2)N(C(=O)Cc2c[nH]c3ccccc23)c2ccccc2)cc1OC (configuration not stated),8.2

The final 4 compounds of the section before lead into the next.
SMILES,Dengue virus CPE
Cc1ccc(C(=O)c2cc([N+](=O)[O-])ccc2N2CCOCC2)cc1C,1.9
CCO[C@H]1OC(C(=O)NCc2nc3ccccc3[nH]2)=C[C@@H](c2ccc(Br)cc2)[C@@H]1CCCO,8.2
COc1ccc(NC(=O)CCSc2ccc(C)cc2)cc1S(=O)(=O)Nc1ccccc1Cl,5.2
COc1ccc(C(C(=O)NC2CCCCC2)N(C(=O)Cc2c[nH]c3ccccc23)c2ccccc2)cc1OC (configuration not stated),8.2
CC(C)CC(=O)Nc1cccc(NC(=O)c2ccccc2Cl)c1,i
COC(=O)Cc1ccc(NC(=S)N2CCN(c3cccc(O)c3)CC2)cc1,0.1
CC(=O)c1ccc(N2Cc3ccccc3/C2=N\C(=O)Nc2ccc(Cl)cc2)cc1,6.3
Cc1c(CNC2CCCC2)c(C(=O)O)c(C)n1Cc1ccccc1,i
CCN(C(=O)CSc1ncccc1C(=O)Oc1cccc([N+](=O)[O-])c1)c1cccc(C)c1,1.1
Cc1ccc(C(=O)C(c2ccccc2)N2Cc3ccccc3C2=N)cc1 (configuration not stated),i
Cc1nn(-c2ccccc2)c(C)c1/C=N/NC(=O)CSc1nnc(SCc2ccccc2Cl)s1,4.5
CC(Sc1nncs1)C(=O)Nc1ccc(Cl)cn1 (configuration not stated),0.9
CC(=O)N(C)c1ccc(NC(=O)c2ccc([N+](=O)[O-])cc2Cl)cc1,i
Nc1nnnn1/N=C/c1ccc(N2CCCCC2)c([N+](=O)[O-])c1,1.6
CN(C)c1ccc(P(=O)(Nc2ccccc2)N2CCOCC2)c(NC(=O)c2cccs2)c1 (configuration not stated),2.1
COc1ccc(Br)cc1CN(C)CC(=O)Nc1ccccc1Cl,i
CC(C)NC(=O)Nc1cccc2c1O[C@H](CN(C)C(=O)NC1CCCCC1)[C@@H](C)CN([C@H](C)CO)C2=O,i
COc1ccccc1N1CCN(C2CCN(C(=O)c3ccc(F)cc3)CC2)CC1,0.7
C/C(Cn1nnc([N+](=O)[O-])n1)=N\NC(=O)c1ccc(O)cc1O,0.1
N#Cc1c(-c2ccc(F)cc2)cc(C2CC2)nc1SCC(=O)c1cccs1,i
Cc1cc(C)n(C(=O)c2ccc([N+](=O)[O-])cc2[N+](=O)[O-])n1,0.3
COCCNc1nnc(SC(C)C(=O)Nc2ccc(-c3nc4ccc(C)cc4s3)cc2)s1 (configuration not stated),3.4
COc1cc(CNc2ccc(N3CCCC3)cc2)ccc1OCc1ccccc1,i
O=C(/C=C\c1ccc(-c2ccccc2)o1)c1ccccc1,i
Cc1nn(-c2ccccc2)c(N)c1C1(O)C(=O)N(C(C)C)c2ccccc21 (configuration not stated),0.3
O=S(=O)(c1ccccc1)N1CCN=C1SCc1cccc(Cl)c1,i
Cc1ccc(NC(=O)c2cc(Cl)ccc2[N+](=O)[O-])cc1C,0.2
CCC(=O)Nc1cccc(-c2csc(-c3ccccc3)n2)c1,0.1
O=C(COC(=O)Cc1c(Cl)cccc1Cl)Nc1ccccc1-c1ccccc1,3.5
Cn1c(SCC(=O)N2c3ccccc3Sc3ccccc32)nc2ccccc21,11
Fc1ccc(CSc2ncnc3scc(-c4ccccc4)c23)cc1,1.2
CCOC(=O)C(NC(=O)c1ccc(OC)cc1)(N1CCCC1=O)C(F)(F)F (configuration not stated),0.7
COc1cc(/C=N/NC(=S)NCc2ccco2)cc(OC)c1OC,0.2
CCC(=O)NC(c1ccccc1Cl)c1c(O)ccc2ccccc12 (configuration not stated),4.1
COC(=O)[C@@]1(Cc2ccc(F)cc2)[C@H]2c3cc(C(=O)N(C)C)n(CCc4ccc(OC)c(Br)c4)c3C[C@H]2CN1C(=O)c1ccccc1,22*
COc1cc(/C=C/C(=O)Nc2nnc(C(C)(C)C)s2)cc(OC)c1OC,1.8

A run of entries from the list above, as a working copy:
SMILES,Dengue virus CPE
CC(=O)N(C)c1ccc(NC(=O)c2ccc([N+](=O)[O-])cc2Cl)cc1,i
Nc1nnnn1/N=C/c1ccc(N2CCCCC2)c([N+](=O)[O-])c1,1.6
CN(C)c1ccc(P(=O)(Nc2ccccc2)N2CCOCC2)c(NC(=O)c2cccs2)c1 (configuration not stated),2.1

The list is partial. The share of hits here may be higher or lower than overall.
